# Assay outcomes: PubChem, several laboratories
# K1F lysis inhibition: protection from phage-mediated lysis, alamar blue read-out – E. coli UTI89, K1F phage, bacterial capsule biogenesis inhibitors (AID 488966) | E. coli UTI89 K1F phage lysis, alamar blue, 2 h; higher % means a stronger effect | one-dose inhibition, % at 100 µM; IC50 in µM for titrated hits | hit rate 0.02% among 340,000;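 active = phage lysis inhibition, versus mean bacterial control, above a set limit; inconclusive = no clear call, values can overlap the other calls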;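 also: capsule biogenesis inhibitors block K1F phage lysis so surviving cells raise fluorescence; higher fluorescence means more inhibition of phage lysis; actives were called in the ten point dose series up to 300 µM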
# Myeloid diff 2: myeloid differentiation induction; ER-HoxA9 myeloid progenitors, lysozyme-GFP differentiation, flow cytometry; calls only at 10 µM; hit rate 1% among 360,000; AID 624256;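 active = normalized GFP-positive differentiation at or above the plate's own cutoff, the solvent-only control mean plus 3 SD; inconclusive = no clear call, values can overlap the other calls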;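 also: cells exposed to compound for four days before flow analysis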
# Hep lipid drop: hepatic lipid droplet formation modulation | AML12 mouse hepatocytes, oleate lipid droplets, BODIPY imaging | hit rate 0.4% among 240,000 | inhibition, % at 6.5 µM;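 active = lipid droplet intensity inhibited by at least 50%, with more than 500 cells counted; inconclusive = wells with under 300 cells, treated as cytotoxic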
#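 Assay system: AML12 hepatocytes (mouse); Probe or stimulus: oleic acid at 100 µM to induce lipid droplet formation; Dosing: compound at 6.5 µM only; Schedule: compound with oleate, overnight; Detection: fluorescence imaging, 20x objective, two fields per well; Measure: % inhibition of lipid droplet signal.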
# Hep lipid drop cells 6.5 µM: recorded beside Hep lipid drop, whose call it bears; cell count; measured here: cell count, cytotoxicity flag;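 cells counted across two imaged fields per well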
# Myeloid diff 2 GFP+ MAC1+ %: also measured in Myeloid diff 2; calls as there; GFP+ MAC1+ double positive, %; measured here: differentiation confirmed by MAC1 staining
# An asterisk follows results filed as active; i = inactive; ? = inconclusive; nt = no result given; [ ] = dose if it differs, or a comment. Only part of the results is shown (hit frequency here may not be typical).
molecule	K1F lysis inhibition	Myeloid diff 2	Myeloid diff 2 GFP+ MAC1+ %	Hep lipid drop	Hep lipid drop cells 6.5 µM
Cc1ccc(C(=O)n2cnc3ccccc32)cc1C	-0.1%	i	0.8	-9	821
O=C(Nc1cccc(NC(=O)c2ccccc2Cl)c1)c1ccco1	0.0%	i	1.1	3	648
Cc1cccc(NC(=O)CSc2nc3nc(C)cc(C)n3n2)c1	-0.9%	i	0.7	1	823
CC(NC(=O)CCNS(=O)(=O)c1ccccc1)c1ccccc1 (stereo unspecified)	1.4%[50 µM]	i	7.1	5	843
Cc1cccc(NC(=O)CSc2nccn2Cc2ccco2)c1	0.2%	i	0.8	-9	781
CCOC(=O)N1CCC(NC(=O)CSCc2nc(-c3ccc(C)cc3)oc2C)CC1	9.1%	i	6.3	-15	694
c1ccc(-n2nnc3ccccc32)cc1	4.4%	i	1.5	4	733
C=CCn1c(=O)c2ccccc2n2c(SCC(=O)NCC)nnc12	0.1%	i	0.5	5	860
CN1CCN(C(=O)c2ccc3c(c2)N(Cc2cccc(Cl)c2)C(=O)c2ccccc2S3(=O)=O)CC1	-0.1%	i	1.4	-19	643
Cc1ccc2oc(C(=O)N3CCN(C)C[C@@H]3C(C)C)c(C)c2c1	-0.2%	i	0.8	-16	808
Cc1ccccc1CN1CCC(CNC(=O)C2CCCN(c3ncnc4c3nc3n4CCCCC3)C2)CC1 (stereo unspecified)	0.1%	i	3.4	19	717
COc1ccc(CCCNC(=O)C2CCC(=O)N(CCc3cccc(F)c3)C2)cc1 (stereo unspecified)	0.0%	i	1.6	-4	739
CN=C1S/C(=C\c2ccc(SC)cc2)C(=O)N1C	0.1%	i	0.8	8	806
COc1ccccc1NS(=O)(=O)c1ccc2c(c1)CCN2C(=O)CCC(=O)O	0.1%	i	0.7	5	412
CC(C)c1ccc(NC(=O)CCNS(=O)(=O)c2ccc3[nH]c(=O)oc3c2)cc1	0.0%	i	2.2	-2	649

# The closing four compounds of the part above open the next one.
molecule	K1F lysis inhibition	Myeloid diff 2	Myeloid diff 2 GFP+ MAC1+ %	Hep lipid drop	Hep lipid drop cells 6.5 µM
COc1ccc(CCCNC(=O)C2CCC(=O)N(CCc3cccc(F)c3)C2)cc1 (stereo unspecified)	0.0%	i	1.6	-4	739
CN=C1S/C(=C\c2ccc(SC)cc2)C(=O)N1C	0.1%	i	0.8	8	806
COc1ccccc1NS(=O)(=O)c1ccc2c(c1)CCN2C(=O)CCC(=O)O	0.1%	i	0.7	5	412
CC(C)c1ccc(NC(=O)CCNS(=O)(=O)c2ccc3[nH]c(=O)oc3c2)cc1	0.0%	i	2.2	-2	649
COc1cc(NC(=O)c2ccc(C)cc2C)ccc1NC(=O)c1cc2ccccc2o1	0.1%	i	0.6	-4	760
O=C(O)c1ccc(CSCc2ccccc2Cl)o1	-0.2%	i	1.3	21	727
CC(C)c1ccc(N(C(=O)c2csnn2)C(C(=O)NC2CCCC2)c2cccnc2)cc1 (stereo unspecified)	-0.5%	i	0.5	-13	760
COc1ccc(C(C(=O)NC(C)(C)C)N(C(=O)CNC(=O)c2cccs2)c2cccnc2)cc1OC (stereo unspecified)	-0.4%	i	0.6	8	788
Cc1ccc(N(CC(=O)NC2CCCC2)C(=O)CCC(=O)Nc2ccccn2)cc1C	-0.2%	i	0.7	-1	836
O=C(NCCO)N1c2ccccc2Sc2ccccc21	-0.8%	i	1.1	20	843
N=c1oc2ccccc2cc1C(=O)NCc1ccccc1	-0.1%	i	0.6	-2	808
COc1ccc2nc(SCC(=O)NC3CCCC3)c(C)cc2c1	-0.8%	?	nt	4	755
CCOCCCNC(=O)C1(O)c2cc(Br)ccc2NC(=O)N1c1ccc(OCC)cc1 (stereo unspecified)	0.2%	i	0.5	12	423
CCC1=NN(C(=O)c2ccc(Cl)cc2)C(O)(c2ccccc2)C1 (stereo unspecified)	0.0%	i	0.7	-1	798
CCCC[C@H]1COCCS(=O)(=O)N1Cc1ccc(F)cc1	-1.1%	i	0.5	-6	778
Cc1ccc(C(=O)N2CCCC(C(=O)c3ccc(Cl)cc3C)C2)cn1 (stereo unspecified)	0.0%	i	0.0	-21	777
COc1cc(NC(=O)c2ccc(Br)cc2)c(OC)cc1NC(=O)c1ccccc1	0.3%	i	0.5	0	903
CCOc1cc(C(=O)Nc2cccnc2)cc(OCC)c1OCC	-0.2%	i	0.6	-11	780
N#CC1=C(N)Oc2cc(N)ccc2C1c1ccccc1F (stereo unspecified)	0.3%	i	1.3	-1	394
COc1ccccc1NC(=O)CNC(=O)c1ccc(Br)o1	0.9%	i	0.4	-1	820
COCCNC(=O)c1cccc(OC2CCN(Cc3ccc(C(C)C)cc3)CC2)c1	2.4%	i	0.5	-15	794
COc1cc(S(=O)(=O)n2nc(C)cc2C)ccc1Cl	0.7%	i	0.0	-3	801
Cc1cc2c3c([nH]c2cc1S(=O)(=O)NCc1ccc(CN2CCCCCC2)o1)CC(C)(C)CC3=O	1.8%	i	1.3	19	748
O=C(c1ccoc1)N1CCCC(N2CCN(c3ccc(F)cc3)CC2)C1 (stereo unspecified)	1.1%[50 µM]	i	0.8	9	802
COc1ccc(NC(=O)CS(=O)c2cccc(Cl)c2)cc1 (stereo unspecified)	-0.5%[50 µM]	i	0.9	-6	810
CCNC(=O)N1CCCC(C(=O)c2ccc(-c3ccccc3)cc2)C1 (stereo unspecified)	0.9%	i	0.5	16	824
Cc1cccc2c1cnn2C(=O)CCC(=O)N1CCC(C)CC1	5.5%	i	3.0	-19	795
COc1cccc(NC(=O)CSc2nnnn2C2CCCC2)c1	0.4%	i	0.5	-1	819
COc1ccc(CCN(C)C2CCCN(S(C)(=O)=O)C2)cc1OC (stereo unspecified)	0.2%	i	0.7	10	825
Cc1ccc(S(=O)(=O)N(C)c2ccc(C(=O)Nc3ccccc3C(=O)N3CCOCC3)cc2)cc1	0.1%[50 µM]	i	1.7	-7	653
CC1CCN(Cc2cc(=O)oc3ccc(C(C)C)cc23)CC1	-0.1%	i	0.3	-28	816
Cc1ccc(S(=O)(=O)C2(C(=O)NC3CCCCC3)CC2)cc1	0.3%	i	3.0	-2	710
CCc1ccc(NC(=O)Cn2nnc(C(=O)NCc3ccco3)c2N)cc1	0.4%	i	2.1	8	746
COc1ccc(C2/C(=C(/O)c3ccc(C)cc3)C(=O)C(=O)N2CCCN2CCOCC2)cc1 (stereo unspecified)	0.4%	i	1.0	6	786
CC(=O)c1ccc(S(=O)(=O)N(C)C(C)CCc2ccco2)cc1 (stereo unspecified)	0.3%[50 µM]	i	0.7	1	803
CCC[N+](CC#CCO)(CC#Cc1ccccc1)CCC	-0.9%	i	0.1	-10	658
CCCCNC(=O)N(O)C1N(/N=C/c2ccc(N(C)C)cc2)C(=S)SC1(C)C (stereo unspecified)	0.0%	i	1.0	17	424
CCOC(=O)c1nn2c(C(F)(F)F)cc(-c3ccc(OC)cc3)nc2c1Br	-2.0%	i	0.7	6	708
Cc1ccc(C(=O)N/N=C/c2cc(Br)ccc2O)cn1	-0.1%	i	0.5	-2	759
Cc1ccc(C)c(N(CC(=O)NC2CCCCC2)C(=O)c2snc(C(N)=O)c2N)c1	0.3%	i	3.3	-3	790
COc1ccccc1N1CCN(C(=O)c2cc(=O)c3cc(C)cc(C)c3o2)CC1	-0.2%	?	nt	-274	399
CCN(CC)CCNS(=O)(=O)c1ccc2c3c(cccc13)C(=O)N2	0.0%	i	0.5	5	868
O=S1(=O)CCOCCCN1Cc1cccc(F)c1	1.1%	i	1.6	2	799
COC(=O)CCC(=O)N(C)CC1CCCN(CCc2cccc(C(F)(F)F)c2)C1 (stereo unspecified)	1.1%	i	0.5	-2	780
CCc1ccc(N(C(=O)c2csnn2)C(C(=O)NC2CCCC2)c2cccnc2)cc1 (stereo unspecified)	-0.5%	i	0.9	-10	688
Cc1ccc(CNS(=O)(=O)c2ccc(-n3cnnn3)c(C)c2)cc1	0.3%	i	0.2	-3	705
O=C(C1=C(O)C(=O)N(CCN2CCOCC2)C1c1ccc(Br)cc1)c1cc2ccccc2o1 (stereo unspecified)	0.0%	i	2.8	6	703
CCN1CCN(S(=O)(=O)c2ccc(C(=O)Nc3ccccc3)cc2)CC1	0.0%	i	0.4	-1	821
Cc1ccc(CNC(=O)c2nnc(CS(=O)(=O)c3ccccc3)o2)cc1	0.5%	i	2.1	39	774
COc1ccc(CCNC(=O)CCOc2ccc(C)cc2)cc1OC	0.1%	i	1.1	7	736
COc1ccc(NC(=O)CCCNC(=O)c2ccc(Cl)cc2)c(OC)c1	0.2%	i	4.0	-12	803
O=C(CNC(=O)c1ccco1)Nc1ccc(Br)cc1	2.1%[50 µM]	i	0.2	19	805
Cc1cc(C)c(NC(=O)Cn2c(=O)c3cccn3c3ccccc32)c(C)c1	0.3%	i	1.1	0	675
Cc1c(OCC(=O)Nc2cccnc2)ccc2c3c(c(=O)oc12)CCC3	0.3%	i	0.3	-2	648
N=c1c(C(=O)NCC2CCCO2)cc2c(=O)n3ccccc3nc2n1Cc1ccc(Cl)cc1 (stereo unspecified)	0.1%	i	0.5	-3	672
CC(=O)NC(CC(=O)Nc1nc(-c2ccc(N(C)S(C)(=O)=O)cc2)cs1)c1ccccc1 (stereo unspecified)	-0.4%	i	0.7	-39	700
COc1ccc(CNC(=O)CCS(=O)(=O)c2ccc3c(c2)CCN3C(C)=O)cc1	0.3%	i	0.0	-4	730
CC(=N)C1=C(O)CC(c2ccccc2)CC1=O (stereo unspecified)	-0.1%	i	0.5	-3	849
CC1(C)Cc2c(sc(NC(=O)C(=O)N3CCCCC3)c2C(N)=O)CO1	-0.4%	i	1.6	1	736
O=C(NCc1ccco1)/C(=C/c1ccc(F)cc1)NC(=O)c1ccccc1	0.0%	i	0.4	-4	743
O=C(OCc1ccc(F)cc1)c1cccnc1Cl	0.1%	i	0.6	6	707
CCN(CC)Cc1c(O)ccc2c(=O)c(-c3ccc(Cl)cc3)coc12	0.2%	i	0.4	43	804
COc1cc(C(=O)Oc2cc(N)n(S(=O)(=O)c3ccc(F)cc3)n2)cc(OC)c1OC	0.2%	i	0.0	-2	851
O=C(NCC(O)c1ccc([N+](=O)[O-])cc1)C(c1ccccc1)c1ccccc1 (stereo unspecified)	-0.2%	i	0.3	-15	778

# Four compounds already listed, sorted by the number in Myeloid diff 2 GFP+ MAC1+ %, falling:
SMILES | Myeloid diff 2 GFP+ MAC1+ %
CC1(C)Cc2c(sc(NC(=O)C(=O)N3CCCCC3)c2C(N)=O)CO1 | 1.6
COc1ccc(CCNC(=O)CCOc2ccc(C)cc2)cc1OC | 1.1
N=c1c(C(=O)NCC2CCCO2)cc2c(=O)n3ccccc3nc2n1Cc1ccc(Cl)cc1 (stereo unspecified) | 0.5
Cc1c(OCC(=O)Nc2cccnc2)ccc2c3c(c(=O)oc12)CCC3 | 0.3

# Remaining list, next part:
molecule	K1F lysis inhibition	Myeloid diff 2	Myeloid diff 2 GFP+ MAC1+ %	Hep lipid drop	Hep lipid drop cells 6.5 µM
CC(O)(CS(=O)(=O)Cc1ccccc1)c1ccccc1Cl (stereo unspecified)	0.1%	i	0.2	9	831
COc1cc(C(=O)Nc2ccccc2NC(=O)c2cc(OC)c(OC)c(OC)c2)cc(OC)c1OC	0.0%	i	0.6	-6	827
CN(CCCC1CCCC1)C(=O)c1cc(COc2ccc(F)cc2F)on1	2.0%[50 µM]	i	5.3	5	883
COc1ccc(CNC(=O)[C@H](C)NC(=O)C2CCN(C(=O)[C@H](CCSC)NC(=O)OC(C)(C)C)CC2)cc1	4.6%	i	2.4	-4	796
COc1cc(OC)cc(C(=O)NCC2CCCN(Cc3ccc(SC)cc3)C2)c1 (stereo unspecified)	-0.1%	i	0.8	-12	827
COc1ccc(C(=O)N/C(=C\c2cn(S(=O)(=O)N(C)C)c3ccccc23)C(=O)N2CCOCC2)cc1	0.4%	i	0.4	-79	744
COc1ccc(CCNC(=O)[C@H](CCSC)NC(=O)N2CCn3c2nc2ccccc23)cc1OC	-0.1%	i	0.0	-7	742
O=C(NCCN1CCCC1)c1ccc(Cl)cc1Cl	0.0%	i	0.6	0	819
COc1ccc(N(CC(=O)Nc2ccc(C)cc2C)S(=O)(=O)c2c(C)n[nH]c2C)cc1	-0.7%	i	0.6	-17	728
CCOc1ccccc1CN1CCNC(=O)C1CC(=O)N(C)CCc1cnn(C)c1 (stereo unspecified)	0.1%	i	0.7	1	662
